M1 antag = human CHRM1 antagonism; P11229; inhibition, % at 3 µM; 1.3% of 360,000 active; CHO-K1 hM1, Fluo-8 calcium fluorescence, ACh EC80 antagonist;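 active = percent inhibition above its own plate's cutoff, namely the mean of that plate's compound wells plus 3 SD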;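 note: peak over basal fluorescence ratio during 140 s after agonist addition; 0% = ACh EC80 plus DMSO and 100% = DMSO alone without agonist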
Target sequence (P11229 whole entry, looked up): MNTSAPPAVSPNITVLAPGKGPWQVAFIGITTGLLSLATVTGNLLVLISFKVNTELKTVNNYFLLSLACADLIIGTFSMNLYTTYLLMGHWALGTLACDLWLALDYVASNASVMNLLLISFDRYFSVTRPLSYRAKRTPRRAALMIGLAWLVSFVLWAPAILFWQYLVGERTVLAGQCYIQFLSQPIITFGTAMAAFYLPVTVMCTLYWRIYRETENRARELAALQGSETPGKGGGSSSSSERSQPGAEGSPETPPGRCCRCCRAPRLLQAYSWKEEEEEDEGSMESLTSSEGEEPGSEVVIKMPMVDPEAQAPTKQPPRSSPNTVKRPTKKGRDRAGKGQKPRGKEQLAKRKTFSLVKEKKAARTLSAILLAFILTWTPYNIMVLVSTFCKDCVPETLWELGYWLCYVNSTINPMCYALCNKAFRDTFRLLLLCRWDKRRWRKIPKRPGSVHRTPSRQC
CHO-K1 Ca PAM = counter-screen for M1 PAMs: effect in parental CHO-K1 cells | activation, % at 3 µM | 0.02% of 360,000 active | AID 602247 | ATP EC20, Fluo-8 calcium fluorescence; 0% at ATP EC20, 100% at ATP max;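 active = activation above the run cutoff, the mean activation of all test compounds plus 3 SD, cut at about 40% in these data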;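 note: peak over basal fluorescence ratio in a 140 s read after ATP addition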
CHRM1 PAM = potentiates human M1 receptor response to acetylcholine; P11229; CHO-K1 hM1, Fluo-8 calcium fluorescence, ACh EC20; 0% = ACh EC20, 100% = maximal ACh; activation, % at 3 µM; 0.088% of 360,000 active; AID 588819; in the data active = activation above about 19%, passing the limit was not always enough
TAAR1 agonist = agonists of human TAAR1; CHO RD-HGA16 TAAR1, Fluo-8 calcium fluorescence; vehicle wells 0%, saturating PEA agonist 100%; activation, % at 3 µM; 0.99% of 360,000 active; AID 624467;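 active = activation above the mean activation of all test compounds in the run plus 3 SD, cut at about 38% in these data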
Target sequence (Q96RJ0 whole entry, looked up): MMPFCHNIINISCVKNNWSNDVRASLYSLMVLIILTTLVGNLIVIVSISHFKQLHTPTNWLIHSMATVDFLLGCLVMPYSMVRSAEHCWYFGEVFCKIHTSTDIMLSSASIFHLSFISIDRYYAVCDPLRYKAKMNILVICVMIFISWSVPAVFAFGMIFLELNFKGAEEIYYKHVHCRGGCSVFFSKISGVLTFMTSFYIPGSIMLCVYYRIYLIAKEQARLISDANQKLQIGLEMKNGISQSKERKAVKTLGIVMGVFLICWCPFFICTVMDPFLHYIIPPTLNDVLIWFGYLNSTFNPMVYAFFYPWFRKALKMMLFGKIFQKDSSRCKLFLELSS
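System: CHO-derived RD-HGA16 cells with stable Gα16 and human TAAR1 / Times: 17-24 h plating, Fluo-8 75 min 37 °C, 30 min RT / Technique: calcium-sensitive Fluo-8 signal, excitation 470-495, emission 515-575 nm / Measure: % activation relative to PEA EC100 response / Benchmarks: DMSO and PEA EC100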
CHO parental Ca = counter-screen: ATP calcium response change in parental CHO cells | parental CHO-K1, ATP-induced calcium, Fluo-8 fluorescence | inhibition, % at 5.6 µM | 0.63% of 330,000 active;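 active = inhibition above that plate's mean sample inhibition plus 3 SD, cut at about 26% in these data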;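 note: 0% = ATP-challenged DMSO wells and 100% = DMSO wells without ATP; some compounds past the cut are filed as inactive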
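Assay system – parental CHO cells · Reagent – ATP stimulus · Detection – intracellular calcium via Fluo-8 no-wash fluorescent dye · Evaluation – percent inhibition of ATP-evoked calcium rise, normalized to controls · Controls – ATP wells versus no-ATP DMSO wells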
M1 ag = activates human CHRM1 receptor. AID 588814. CHO-K1 hM1, Fluo-8 calcium fluorescence, agonist mode; 0% DMSO, 100% acetylcholine EC100. activation, % at 3 µM. 0.33% of 360,000 active;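 active = activation above the run's mean compound activation plus 3 SD, cut at about 16% in these data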;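 note: peak over basal fluorescence ratio within a 140 s kinetic read after compound addition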
CHO-K1 Ca antag = M1 antagonist counterscreen hit in parental CHO-K1 cells | ATP-induced calcium, Fluo-8 fluorescence | inhibition, % at 3 µM | 0.6% of 360,000 active;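 active = inhibition above a per-plate cutoff, the plate's mean sample inhibition plus 3 SD, cut at about 24% in these data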;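 note: 0% = DMSO plus EC80 ATP and 100% = DMSO alone without ATP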
M1 ag parental = M1 agonist counterscreen hit in parental CHO-K1 cells. activation, % at 3 µM. 0.48% of 360,000 active. Fluo-8 calcium fluorescence; scaled to maximal ATP response, vehicle zero; in the data active = activation above about 15%;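 note: untransfected CHO-K1 host cells lacking M1 receptor as counterscreen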
TAAR1 antag = human TAAR1 antagonism; 1.5% of 360,000 active; inhibition, % at 3 µM; CHO RD-HGA16 TAAR1, Fluo-8 calcium fluorescence, antagonist; AID 624466;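 active = inhibition above a per-plate cutoff, the mean inhibition of test compounds on that plate plus 3 SD, cut at about 49% in these data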;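 note: 0% = DMSO plus EC80 beta-PEA response and 100% = DMSO alone without agonist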
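test system = CHO RD-HGA16 cells bearing hTAAR1 | replication = singlicate | controls = DMSO-only wells and EC80 β-PEA-stimulated wells | reagent = EC80 β-phenethylamine stimulus | read-out basis = percent inhibition of PEA-evoked calcium signal, max/basal emission ratio | schedule = seeding 17-24 h prior, 75-min 37 °C, 30-min RT dye loading | signal = kinetic Fluo-8 calcium fluorescence measurement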
Starred values were filed as active, the others as inactive; x = not tested or not shown.

Start of the listing, in advance:
SMILES | M1 antag | CHO-K1 Ca PAM | CHRM1 PAM | TAAR1 agonist | CHO parental Ca | M1 ag | CHO-K1 Ca antag | M1 ag parental | TAAR1 antag
CC12CC(c3ccccc3O1)N(C(=O)c1ccco1)C(=S)N2c1ccc(F)cc1 (stereo not given) | -5 | 10 | 7 | 2 | -16 | -4 | -24 | 0.5 | 19
Cc1ccc(C(=O)OCC(=O)NCCc2ccc(F)cc2)cc1S(=O)(=O)N1CCOCC1 | -3 | 18 | 7 | 6 | -13 | -1 | -14 | 3.3 | 7
CC(/C=N\NC(=O)c1ccc2c(c1)OCO2)c1ccccc1 (stereo not given) | -17 | 13 | 14 | 0 | -3 | -3 | -7 | 0.7 | 18
Cc1ccccc1NC(=O)C(=O)NCC1CCCN1S(=O)(=O)c1cccs1 (stereo not given) | 4 | 18 | 0 | 1 | -15 | -4 | 2 | 0.9 | -8
O=C(O)c1cc(O)ccc1NC(=O)c1cccc2ccccc12 | -7 | -13 | 16 | 2 | -9 | 1 | -5 | -0.5 | -63
CCOC(=O)N1CCN(C(=O)c2cccc(S(=O)(=O)Nc3ccc(F)cc3)c2)CC1 | -5 | 11 | 12 | 3 | x | 0 | 7 | 0.5 | -23

Results, from the start:
SMILES | M1 antag | CHO-K1 Ca PAM | CHRM1 PAM | TAAR1 agonist | CHO parental Ca | M1 ag | CHO-K1 Ca antag | M1 ag parental | TAAR1 antag
CC12CC(c3ccccc3O1)N(C(=O)c1ccco1)C(=S)N2c1ccc(F)cc1 (stereo not given) | -5 | 10 | 7 | 2 | -16 | -4 | -24 | 0.5 | 19
Cc1ccc(C(=O)OCC(=O)NCCc2ccc(F)cc2)cc1S(=O)(=O)N1CCOCC1 | -3 | 18 | 7 | 6 | -13 | -1 | -14 | 3.3 | 7
CC(/C=N\NC(=O)c1ccc2c(c1)OCO2)c1ccccc1 (stereo not given) | -17 | 13 | 14 | 0 | -3 | -3 | -7 | 0.7 | 18
Cc1ccccc1NC(=O)C(=O)NCC1CCCN1S(=O)(=O)c1cccs1 (stereo not given) | 4 | 18 | 0 | 1 | -15 | -4 | 2 | 0.9 | -8
O=C(O)c1cc(O)ccc1NC(=O)c1cccc2ccccc12 | -7 | -13 | 16 | 2 | -9 | 1 | -5 | -0.5 | -63
CCOC(=O)N1CCN(C(=O)c2cccc(S(=O)(=O)Nc3ccc(F)cc3)c2)CC1 | -5 | 11 | 12 | 3 | x | 0 | 7 | 0.5 | -23
O=C(c1ccc(S(=O)(=O)N2CCc3ccccc3C2)cc1)N1CCCCC1 | 0 | -3 | 3 | 1 | -15 | -1 | 13 | 2.2 | 8
O=C(CSc1nnc(CNc2ccc(F)cc2)n1Cc1ccco1)N1CCOCC1 | 5 | 8 | 0 | 1 | -13 | -4 | -2 | -0.2 | -6
C=CCOC(Cn1ccnc1)c1ccc(Cl)cc1Cl (stereo not given) | 25 | 22 | -16 | 1 | -22 | -6 | 1 | 0.2 | 14
CC(Oc1ccccc1)C(=O)Nc1ccccc1F (stereo not given) | 7 | -4 | -1 | 2 | -13 | -7 | 20 | 0.0 | 4
Cn1c(-c2ccccc2)nc2cnccc21 | 2 | -19 | 2 | 0 | 2 | -3 | 1 | -0.1 | -2
CCC(N=c1cc(-c2ccc(OC)c(OC)c2)oc2ccc(C)cc12)C(=O)O (stereo not given) | 1 | -2 | 1 | 0 | -13 | -3 | -2 | 0.6 | 6
CCOc1ccc(C(=O)NCC2OCCc3ccccc32)cc1 (stereo not given) | -16 | 29 | 9 | 1 | -8 | -5 | -29 | 1.7 | -4
O=C(COC(=O)CCc1c[nH]c2ccccc12)Nc1ccccc1C(F)(F)F | 11 | -20 | 0 | 2 | -2 | 1 | 3 | 1.1 | -17
COCCNC(=O)c1ccc(C(=O)NCCOC)s1 | 4 | 14 | -2 | 13 | -1 | -3 | -21 | 0.2 | -2
CC(C)NC(=O)N1c2ccccc2Sc2ccccc21 | 3 | 13 | -7 | 2 | -12 | -8 | -1 | 0.2 | -9
COCCN(Cc1nnc(-c2cccs2)o1)C(=O)c1cccc(S(=O)(=O)N2CCOCC2)c1 | -6 | 14 | 10 | 1 | -7 | -3 | -15 | 0.7 | -12
O=C(C[C@H]1C/C=C\C[C@@H](Cc2ccc(F)cc2)C(=O)OC[C@H]2CCCN2C1=O)N[C@@H](CO)Cc1ccccc1 | -2 | 7 | 3 | 7 | -16 | -2 | -17 | 1.7 | 12
CC(Sc1nnc(N)s1)C(=O)Nc1ccc(N2CCOCC2)cc1 (stereo not given) | 7 | -4 | -1 | 8 | -2 | -1 | 17 | -0.2 | -5
Cc1cccc(NC(=O)CSc2nc(NS(=O)(=O)c3ccccc3)cc(=O)[nH]2)c1 | 7 | -7 | -1 | 0 | 10 | -5 | -11 | -0.1 | 14
COCc1ccc(C(=O)N2CCCC(CCC(=O)NCc3ccccc3F)C2)o1 (stereo not given) | -2 | -1 | 2 | 3 | -14 | -4 | -7 | 0.2 | -17
CSc1nnc(-c2ccc(O)cc2)n1C | 9 | 18 | -2 | 11 | -6 | -2 | -7 | 0.6 | -3
N/C(=N\OC(=O)c1ccc(Br)o1)c1cccnc1 | -6 | 8 | 7 | 3 | 7 | -4 | 2 | -0.1 | -10
COc1cccc(-c2nc(C#N)c(N3CCN(C(=O)c4ccco4)CC3)o2)c1 | -13 | -13 | 15 | 1 | -5 | 5 | 0 | 0.0 | -10
CCOC(=O)c1c(CN2CCOCC2)oc2ccc(OC)cc12 | -5 | 13 | 8 | 11 | -10 | -4 | 2 | 0.5 | -3
Cc1ccc(NC(=O)CC2SCCNC2=O)cc1[N+](=O)[O-] (stereo not given) | -6 | 5 | 1 | 0 | -5 | -1 | -1 | 3.6 | -18
CCOC(=O)c1c(S(=O)(=O)N2CCCC(C(=O)Nc3cccc(C)n3)C2)c(C)n(C)c1C (stereo not given) | 0 | -5 | -1 | 0 | -12 | -2 | -11 | 0.4 | -20
CC(C)c1ccc(C2NC(=O)c3ccccc3O2)cc1 (stereo not given) | 2 | 16 | 0 | 2 | -4 | -8 | -14 | 0.6 | 19
COc1ccc(CN(C(=O)CN2C(=O)COc3ccccc32)C2CCCC2)c(OC)c1 | 2 | 10 | -7 | 13 | -32 | 6 | -19 | 6.0 | 3
O=C(NCc1n[nH]c(=S)n1-c1ccc(F)cc1)c1ccc(S(=O)(=O)N2CCCC2)cc1 | 5 | 10 | 0 | 1 | -1 | -4 | -2 | 9.9 | 21
COc1ccc(C(CNc2ccc(S(=O)(=O)N3CCCC3)cc2[N+](=O)[O-])N2CCCC2)cc1 (stereo not given) | 75* | 11 | -28 | 2 | -13 | -10 | 6 | 1.9 | -12
COc1c2c(cc3oc(=O)c4c5ccc(O)cc5oc4c13)OC(C)(C)CC2 | 7 | 10 | -4 | 4 | 2 | -4 | -7 | 0.5 | 17
Nn1c(SCC(=O)NCC2CCCO2)nnc1-c1cc(Cl)ccc1Cl (stereo not given) | -11 | 16 | 8 | -1 | x | -3 | -9 | 1.8 | -9
CCOC(=O)c1csc(NC(=O)c2ccc(C#N)cc2)n1 | 2 | -2 | 4 | 8 | -18 | -1 | -1 | 0.9 | 5
CC1CCCN(CCOc2ccc3ccccc3c2Br)C1 (stereo not given) | -3 | 15 | 2 | 12 | -2 | -7 | -4 | 5.0 | -1
CCOC(=O)C(C)Oc1ccc2c(CC)cc(=O)oc2c1C (stereo not given) | -1 | 8 | 1 | 21 | -12 | -3 | -1 | 3.3 | 1
Clc1ccc(Cn2cc(Br)cn2)cc1Cl | -11 | 2 | -5 | -3 | -16 | -8 | -9 | -0.5 | -7
COc1ccc(N2C(=O)CSC23C(=O)Nc2ccccc23)cc1OC (stereo not given) | -7 | -1 | 1 | 0 | -9 | -9 | -17 | 0.7 | 9
O=C(NCC[C@@H]1C[C@@H]2C=C[C@H]1C2)c1cc(COc2ccc(F)cc2F)on1 | 15 | 9 | -23 | 0 | -11 | -11 | -13 | 1.4 | 28
Cn1cccc1C(=O)NCc1ccccn1 | 1 | -19 | 8 | 0 | x | 4 | 13 | 0.3 | 6
CCOC(=O)c1ccc(NC(=O)Nc2cccc(C)n2)cc1 | -7 | 19 | 1 | 12 | -9 | -3 | -10 | 0.5 | 0
CCCNC(=O)CS(=O)Cc1nc(-c2ccccc2C)oc1C (stereo not given) | -10 | 13 | 5 | 0 | -17 | -2 | -3 | 0.2 | -3
CC(C)NC(=O)COC(=O)c1ccc(S(=O)(=O)N2CCCC2)cc1 | -4 | -10 | -5 | 1 | -8 | -12 | 2 | -0.2 | 2
CCC/C(=N\NC(=O)C1CC1)c1ccccc1 | 5 | -15 | -1 | 2 | -1 | -1 | 10 | -0.3 | -12
CCN(CC(=O)Nc1c(F)cccc1F)C(=O)c1ccc(N2CCCCC2)c([N+](=O)[O-])c1 | 9 | 2 | 1 | 2 | -13 | 4 | -12 | 10 | -4
Cc1ccccc1OCCNC(=O)/C=C/c1ccc([N+](=O)[O-])cc1 | 0 | -3 | -2 | 2 | -6 | -3 | -7 | 0.8 | 5
Fc1ccc(NC(=S)N2N=CCC2c2ccccc2)cc1 (stereo not given) | 5 | 23 | 5 | 23 | -2 | -3 | -3 | 0.9 | -11
O=C1Cc2cccc3cccc1c23 | -17 | 27 | 0 | -1 | 6 | -4 | -21 | 2.8 | 10
COc1ccc(OC)c(NC(=O)CSc2ncnc3c2cnn3-c2ccccc2Cl)c1 | 22 | -14 | -5 | x | 53* | 1 | 11 | 6.6 | x
COc1cccc(CC(Cc2nc3ccccc3[nH]2)c2nc3ccccc3[nH]2)c1 (stereo not given) | 7 | 11 | -15 | 5 | -13 | -8 | 0 | 4.0 | 4
O=C(O)Cc1c(C(=O)O)nnn1-c1cccc(C(F)(F)F)c1 | 3 | 18 | 10 | 9 | -13 | -10 | 1 | 0.5 | -2
O=C(CN(C(=O)c1ccc(Cl)cc1)N1C(=O)C2CCCCC2C1=O)c1ccc(Cl)cc1 (stereo not given) | -7 | 2 | 6 | 1 | -8 | -5 | 10 | 0.6 | -5
